# GluA2 TARP mod = modulators of GluA2-stargazin AMPA receptor complexes, primary screen, cell-based, membrane potential dye | 40,000 compounds, 3.5% hits | Voltage-dependent calcium channel gamma-2 subunit (Mus musculus) + Glutamate receptor 2 … | calls only at 30 µM | HEK293 GluA2+stargazin, membrane potential dye (FDSS), glutamate EC50; hits were called plate by plate, in both directions;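 active means any of four per-well response measures lying three or more SD from its plate-wide compound average, in either direction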
# Target sequence (O88602 whole entry, looked up): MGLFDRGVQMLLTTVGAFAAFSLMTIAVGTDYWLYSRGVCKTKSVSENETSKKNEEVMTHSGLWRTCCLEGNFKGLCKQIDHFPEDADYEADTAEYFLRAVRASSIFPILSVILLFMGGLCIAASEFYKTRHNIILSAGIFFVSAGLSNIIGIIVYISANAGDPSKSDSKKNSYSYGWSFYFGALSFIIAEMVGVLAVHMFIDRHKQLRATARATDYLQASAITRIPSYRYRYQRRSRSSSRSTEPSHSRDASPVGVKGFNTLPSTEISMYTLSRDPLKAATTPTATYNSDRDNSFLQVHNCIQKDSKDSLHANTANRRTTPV
# Target sequence (P19491 whole entry, looked up): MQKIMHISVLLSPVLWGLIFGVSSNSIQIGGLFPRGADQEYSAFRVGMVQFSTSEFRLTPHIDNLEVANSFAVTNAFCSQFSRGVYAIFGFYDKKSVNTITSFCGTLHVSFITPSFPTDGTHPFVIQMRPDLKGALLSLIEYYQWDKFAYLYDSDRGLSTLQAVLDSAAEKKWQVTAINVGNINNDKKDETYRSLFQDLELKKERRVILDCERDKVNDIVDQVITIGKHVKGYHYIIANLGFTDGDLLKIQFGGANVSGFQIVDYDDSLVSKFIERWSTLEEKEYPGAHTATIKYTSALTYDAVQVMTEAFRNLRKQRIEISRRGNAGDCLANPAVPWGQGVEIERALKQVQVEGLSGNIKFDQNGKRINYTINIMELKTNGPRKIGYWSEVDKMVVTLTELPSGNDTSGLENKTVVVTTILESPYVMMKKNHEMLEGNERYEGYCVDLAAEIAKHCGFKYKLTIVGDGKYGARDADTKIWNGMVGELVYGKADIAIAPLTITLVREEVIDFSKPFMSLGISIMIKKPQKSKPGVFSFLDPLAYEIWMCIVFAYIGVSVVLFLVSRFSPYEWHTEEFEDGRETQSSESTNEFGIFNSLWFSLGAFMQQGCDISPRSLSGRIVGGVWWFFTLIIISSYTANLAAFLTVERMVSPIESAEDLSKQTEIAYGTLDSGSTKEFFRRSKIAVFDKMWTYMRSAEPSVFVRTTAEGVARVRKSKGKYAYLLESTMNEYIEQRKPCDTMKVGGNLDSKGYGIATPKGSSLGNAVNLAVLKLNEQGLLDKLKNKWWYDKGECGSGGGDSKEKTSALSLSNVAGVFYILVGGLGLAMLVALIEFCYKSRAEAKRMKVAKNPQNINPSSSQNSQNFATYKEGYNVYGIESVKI
# GluA2 TARP mod agonism max-min = second read-out of GluA2 TARP mod, no call of its own (marks repeat the call); compound max-min signal; compound-alone response (agonism);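 unitless range of fluorescence divided by baseline over first 100 seconds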
# GluA2 TARP mod glutamate slope = second read-out of GluA2 TARP mod, no call of its own (marks repeat the call); glutamate slope, % of max; measured here: glutamate response slope, % max;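 scaled per plate between vehicle wells and maximal 1 mM glutamate control wells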
# Active calls of the source: *; i = inactive; + = active, no number.
# Start of the listing, in advance, 3 compounds:
SMILES,GluA2 TARP mod,GluA2 TARP mod agonism max-min,GluA2 TARP mod glutamate slope
COc1ccc(-c2ccc(=O)n(CCCNS(=O)(=O)/C=C/c3ccccc3)n2)cc1,i,0.065,75
COc1ccc(CCNC(=O)Cc2cc(-c3ccc(Cl)cc3)on2)cc1,i,0.08,47
N#Cc1c(NC(=O)CCCS(=O)(=O)c2ccc(Cl)cc2)sc2c1CCC2,i,0.072,61

# This part in full, repeating the preview:
SMILES,GluA2 TARP mod,GluA2 TARP mod agonism max-min,GluA2 TARP mod glutamate slope
COc1ccc(-c2ccc(=O)n(CCCNS(=O)(=O)/C=C/c3ccccc3)n2)cc1,i,0.065,75
COc1ccc(CCNC(=O)Cc2cc(-c3ccc(Cl)cc3)on2)cc1,i,0.08,47
N#Cc1c(NC(=O)CCCS(=O)(=O)c2ccc(Cl)cc2)sc2c1CCC2,i,0.072,61
COc1ccc(C(=O)Nc2ccccc2C#N)cc1OC,i,0.056,64
COc1ccc(-c2ccc(N3CCN(C(=O)c4c(F)cccc4F)CC3)nn2)cc1,i,0.094,63
CCOc1cc(/C=C2\SC(=S)N(c3cccc(Br)c3)C2=O)ccc1O,i,0.087,73
CCOCCn1c(=NC(=O)c2cc(C)nn2CC)sc2cc(NC(C)=O)ccc21,i,0.096,45
CCCCS(=O)(=O)N1CCN(CCn2nc(C)cc2C)CC1,i,0.13,39
COc1ccccc1N1CCN(C(=O)CS(=O)(=O)c2cccs2)CC1,i,0.09,38
COc1ccc(Br)cc1C(NC(=O)OC(C)(C)C)C(=O)O (centres undefined),i,0.049,53
CCc1nnc(NC(=O)C(C)Sc2nnnn2-c2ccccc2C)s1 (centres undefined),i,0.095,60
CCOc1ccc(-n2nnc3c(N4CCN(C(=O)c5ccccc5OC)CC4)ncnc32)cc1,i,0.12,58
Cc1cccc(NC(=O)C(=O)NC2CCCC2)n1,i,0.093,56
Cc1cc(C)cc(N2C(=O)N(Cc3ccc(F)cc3Cl)C3CS(=O)(=O)CC32)c1 (centres undefined),i,0.056,62
CC1(C)CC(=O)C2=C(C1)OC1=C(C(=O)CC(C)(C)C1)C2c1ccccn1,i,0.044,51
CS(=O)(=O)N1CCC(C(=O)NCC2(O)CCCC2)CC1,i,0.083,61
COc1ccccc1OCC(=O)NCCS(=O)(=O)N1CCc2ccccc2C1,i,0.048,19
COc1cc(-c2ccc(=O)n(CC(=O)NCCc3ccccc3)n2)cc(OC)c1OC,i,0.086,95
COC(=O)c1ccc(C(=O)NCC(O)(c2ccccc2)C2CC2)cc1 (centres undefined),i,0.12,48
N#Cc1ccc(Cl)cc1NC(=O)C(=O)NCC1CCN(c2ncccn2)CC1,i,0.099,63
COC(=O)c1ccc(CSc2ccc(-c3ccc4c(c3)OCO4)nn2)o1,i,0.034,50
COc1cccc(OC)c1C(=O)Nc1nc(-c2ccc(C)cc2)c(C)s1,i,0.087,26
CC(C)c1nnc(C2CCN(CC(=O)Nc3ccc(OC(F)(F)F)cc3)CC2)o1,i,0.095,62
COc1ccc(/C=C/C(=O)Nc2ccc3c(c2)OCO3)c(OC)c1,i,0.089,61
Cn1nc(-c2ccc(NS(=O)(=O)c3cccs3)cc2)ccc1=O,i,0.05,57
COc1cc(NS(=O)(=O)c2ccc(NC(=O)c3ccc(S(=O)(=O)N4CCOCC4)cc3)cc2)ncn1,i,0.1,72
CCOCCn1c(=O)c2c(nc3n(-c4cc(C)cc(C)c4)c(C)c(C)n23)n(C)c1=O,i,0.11,81
CCn1nc(C)cc1C(=O)N=c1sc2cc(F)ccc2n1C,i,0.12,51
COc1cccc(C(=O)NCCCn2nc(-c3cccs3)ccc2=O)c1OC,i,0.076,57
NC(=O)Cc1ccc(NC(=O)Cc2cccs2)cc1,i,0.071,46
Cc1cccc(NC(=O)NCC(c2ccc(F)cc2)N2CCOCC2)c1 (centres undefined),i,0.07,66
COc1ccc(Cl)cc1NC(=O)Cn1ccn(-c2ccc(F)cc2)c(=O)c1=O,i,0.094,40
COc1ccc(N2C(=O)/C(=C/c3ccc(OC)c(OC)c3)SC2=S)cc1,i,0.12,70
Cc1cc(S(=O)(=O)NCCCN2CCOCC2)c(Cl)cc1Cl,i,0.036,40
COc1ccc(S(=O)(=O)N2CCCOC2CNC(=O)C(=O)NCc2ccccc2)cc1C (centres undefined),i,0.11,72
COC(=O)c1ccc(NC(=O)c2ccc(=O)n(Cc3ccccc3)c2)cc1,i,0.088,50
CCOc1ccc(N2CCCn3c2nc2c3c(=O)n(Cc3ccccc3C)c(=O)n2C)cc1,i,0.14,58
COc1ccc(OCC(O)Cn2c(C3CC(=O)N(c4ccc(Cl)cc4)C3)nc3ccccc32)cc1 (centres undefined),i,0.13,53
CCC(=O)c1ccc(OCC(O)CN2CCN(c3ccccc3)CC2)cc1 (centres undefined),i,0.11,55
COc1nn(C)cc1C(=O)N1CCN(CC(=O)c2cccs2)CC1,i,0.082,58
C#CC1(OCC(O)CN2CCN(c3ccccc3F)CC2)CCCCC1 (centres undefined),i,0.06,49
O=C(NCC1CCN(C(=O)c2cc3ccccc3o2)CC1)c1cc(-c2ccco2)on1,i,0.046,46
Cc1cc(C)c(S(=O)(=O)NCCC(=O)N2CCCCC2)cc1N(C)S(C)(=O)=O,i,0.099,66
COc1ccc(CCS(=O)(=O)NCC(O)c2ccc(C(F)(F)F)cc2)cc1 (centres undefined),+,0.22*,34*
Cc1ccccc1NC(=O)Cn1c(=O)n(Cc2ccc3c(c2)OCO3)c(=O)c2oc3ccccc3c21,i,0.1,45
CCCCOc1ccc(C(=O)NCc2cn(C)nc2C)cc1,i,0.093,60
Cc1cc(Br)cc(C)c1NC(=S)NC(=O)c1ccc(F)cc1Cl,i,0.04,56
Cc1cc(N(C)C)nc(NCCNC(=O)/C=C/c2ccco2)n1,i,0.18,55
CSc1ccccc1CN1CCC(CNC(=O)Nc2c(F)cccc2F)CC1,i,0.063,51
CC(C)c1cc(-n2ccnc2)n2ncc(-c3ccccc3)c2n1,i,0.088,69
Cc1ccc(Nc2cc(C)nc(N3CCN(C(=O)COc4ncccn4)CC3)n2)cc1,+,0.2*,64*
Cc1ccc(N2CCn3c2nn(CC(=O)N(C)c2ccccc2)c(=O)c3=O)cc1,i,0.029,41
O=C(Cc1ccc(NC(=O)c2ccccc2Br)cc1)NCc1cccs1,i,0.083,61
COc1ccc(Cl)cc1NC(=O)NC1CCCCC1N1C(=O)CSC1=O (centres undefined),i,0.15,54
CCCC(=O)Nc1cc(-c2cn3nc(OC)ccc3n2)ccc1OC,i,0.081,36
COc1ccc(S(=O)(=O)CC(=O)Nc2nc(-c3ccc(C)c(C)c3)cs2)cc1,i,0.03,37
COc1cn2c(cc1=O)C(=O)N(CCNC(=O)C1CC1)CC2,i,0.084,56
COc1ccccc1OCC(=O)Nc1cccc(N2CCCCC2=O)c1,i,0.089,45
CC(O)CNC(=O)C(=O)Nc1nccs1 (centres undefined),i,0.089,57
O=C1NC(=S)N/C1=C/c1ccc(N2CCCC2)c(F)c1,i,0.075,65

# 3 entries already listed, arranged by length of the SMILES, high to low:
SMILES,GluA2 TARP mod,GluA2 TARP mod agonism max-min,GluA2 TARP mod glutamate slope
COc1ccc(S(=O)(=O)CC(=O)Nc2nc(-c3ccc(C)c(C)c3)cs2)cc1,i,0.03,37
CCCC(=O)Nc1cc(-c2cn3nc(OC)ccc3n2)ccc1OC,i,0.081,36
O=C1NC(=S)N/C1=C/c1ccc(N2CCCC2)c(F)c1,i,0.075,65

# The list continues:
SMILES,GluA2 TARP mod,GluA2 TARP mod agonism max-min,GluA2 TARP mod glutamate slope
Cc1ccc(S(=O)(=O)Nc2ccc3c(c2)CCCN3S(=O)(=O)c2ccc(C)cc2)cc1,i,0.093,67
CCOc1ccc(NC(=O)c2ccc(S(=O)(=O)N(C)C)cc2)cc1,i,0.1,74
COc1nn(C)cc1C(=O)Nc1ccc2c(c1)N(C(=O)C1CC1)CC2,+,0.24*,45*
CC1CCc2c(sc(NC(=O)CCCS(=O)(=O)c3ccc(Cl)cc3)c2C#N)C1 (centres undefined),i,0.059,60
COc1ccccc1CCNC(=O)Cc1cc(-c2ccco2)on1,i,0.062,48
CC1CCN(S(=O)(=O)c2ccc(-c3nc(C#N)c(N4CCC(C(N)=O)CC4)o3)cc2)CC1,i,0.16,77
COc1ccc(N2C(=O)C3N=NN(CC(=O)Nc4ccccc4F)C3C2=O)cc1OC (centres undefined),i,0.086,58
COc1ccc(-n2ccnc(SCC(=O)c3ccc(C)cc3C)c2=O)cc1,i,0.071,51
CCCN(CCC)C(=O)Cn1c(C2CC(=O)N(c3cccc(C)c3)C2)nc2ccccc21 (centres undefined),i,0.074,57
Cc1cccc(CC(=O)Nc2ccc(N3CCCS3(=O)=O)cc2)c1,i,0.042,52
O=C(NCCCc1ccccc1)Nc1ccc(Cl)c(N2CCCS2(=O)=O)c1,i,0.1,56
OC(COC12CC3CC(CC(C3)C1)C2)CN1CCN(c2cccc(C(F)(F)F)c2)CC1 (centres undefined),i,0.11,60
Cc1cc(Nc2ccc(C(N)=O)cc2)nc(-n2nc(C)cc2C)n1,i,0.064,40
CC(C)Oc1ccc(C2C(C(=O)c3ccco3)=C(O)C(=O)N2CCCN(C)C)cc1 (centres undefined),i,0.12,57
COc1ccccc1CCNC(=O)Cn1nc(C(=O)N2CCOCC2)cc1C,i,0.09,59

# Reprinted from the entries so far, 6 compounds:
SMILES,GluA2 TARP mod,GluA2 TARP mod agonism max-min,GluA2 TARP mod glutamate slope
Cc1ccc(S(=O)(=O)Nc2ccc3c(c2)CCCN3S(=O)(=O)c2ccc(C)cc2)cc1,i,0.093,67
CCOc1ccc(NC(=O)c2ccc(S(=O)(=O)N(C)C)cc2)cc1,i,0.1,74
COc1nn(C)cc1C(=O)Nc1ccc2c(c1)N(C(=O)C1CC1)CC2,+,0.24*,45*
CC1CCc2c(sc(NC(=O)CCCS(=O)(=O)c3ccc(Cl)cc3)c2C#N)C1 (centres undefined),i,0.059,60
COc1ccccc1CCNC(=O)Cc1cc(-c2ccco2)on1,i,0.062,48
CC1CCN(S(=O)(=O)c2ccc(-c3nc(C#N)c(N4CCC(C(N)=O)CC4)o3)cc2)CC1,i,0.16,77

# Three compounds already listed, arranged by their value in GluA2 TARP mod glutamate slope, lowest first.
SMILES,GluA2 TARP mod,GluA2 TARP mod agonism max-min,GluA2 TARP mod glutamate slope
COc1ccccc1CCNC(=O)Cn1nc(C(=O)N2CCOCC2)cc1C,i,0.09,59
OC(COC12CC3CC(CC(C3)C1)C2)CN1CCN(c2cccc(C(F)(F)F)c2)CC1 (centres undefined),i,0.11,60
Cc1ccc(S(=O)(=O)Nc2ccc3c(c2)CCCN3S(=O)(=O)c2ccc(C)cc2)cc1,i,0.093,67

# Further results:
SMILES,GluA2 TARP mod,GluA2 TARP mod agonism max-min,GluA2 TARP mod glutamate slope
CCOc1ccc(OCC(=O)N2c3ccccc3CC2C(=O)NC)cc1 (centres undefined),i,0.038,49
CC(C(=O)NCc1nc(-c2ccccc2)no1)n1nnc2ccccc2c1=O (centres undefined),i,0.11,54
CC(C)CC(=O)NCCn1ncc2c(N3CCOCC3)ncnc21,i,0.068,59
Cn1c(=O)c2c(ncn2CC(=O)NCc2ccccc2)n(C)c1=O,+,0.1*,38*
Cc1nc(-n2cccc2)sc1C(=O)NC1CCN(C(=O)OC(C)(C)C)CC1,i,0.092,55
O=C(NCCc1ccc(Cl)cc1)c1csc(NS(=O)(=O)c2cccs2)n1,i,0.06,47
CC(C)n1nccc1-c1nnc(NC(=O)C2CC(=O)N(c3ccc(F)cc3)C2)o1 (centres undefined),i,0.053,49
COc1ccc(CC(=O)Nc2ccc(N3CCCCS3(=O)=O)cc2)cc1OC,i,0.098,64
Cc1c(C)n2c3c(=O)n(CCN4CCOCC4)c(=O)n(C)c3nc2n1C1CCCCC1,i,0.11,53
CCCCn1c(-n2nc(C)cc2C)nc2c1c(=O)n(CCN1CCOCC1)c(=O)n2C,i,0.034,38
O=C(CC1=NS(=O)(=O)c2ccccc2N1)Nc1ccc2c(c1)OCCO2,i,0.093,65
Cn1cccc1C(CNC(=O)COc1ccccc1F)N1CCCCCC1 (centres undefined),i,0.11,82
CC(=O)C(C)n1c(-c2ccccc2)cn2c3c(=O)n(C)c(=O)n(C)c3nc12 (centres undefined),i,0.18,68
COC(=O)c1ccc2c(=O)n(CCCN3CCN(c4ccc(F)cc4)CC3)c(=S)[nH]c2c1,i,0.11,68
O=C1CN(CCc2ccccc2F)C2CS(=O)(=O)CC2N1c1ccccc1 (centres undefined),i,0.077,53
O=C(NCCCn1cccc1)c1ccccc1C(=O)c1ccccc1,i,0.15,53
O=C(Cc1csc(NC(=O)c2ccc(=O)[nH]c2)n1)Nc1cccc(F)c1,i,0.093,43
Cc1cc(NC(=O)c2ccccc2C(F)(F)F)n(-c2nc(-c3cccs3)cs2)n1,i,0.061,28
CNC(=O)Cn1cnc2c(nnn2C)c1=O,i,0.089,64
C=CCc1c(C)nc2c(-c3ccccc3)cnn2c1NCC1CCCO1 (centres undefined),i,0.11,64
Cc1nc(NC(=O)C2CN(c3nc4c(C(F)(F)F)cccc4s3)C2)sc1C,i,0.11,49
O=C(NCC1CC(=O)N(c2ccc3c(c2)OCO3)C1)NC1CCCCC1 (centres undefined),i,0.11,55
CCOC(=O)N1CCN(C(=O)CCc2csc(NC(=O)c3cccs3)n2)CC1,i,0.084,58
Cc1cnc2c(c1SCc1ccc(C(F)(F)F)cc1)c(=O)n(C)c(=O)n2C,i,0.073,42
CCSc1nc(NC(C)C)c2cnn(CCNC(=O)c3ccco3)c2n1,i,0.045,49

# Source: PubChem BioAssay

# These rows are one share of the data. The share of hits here may be higher or lower than overall.
